Screening data (PubChem)
ERK AVP inh: blocks ERK signaling stimulated by vasopressin | 72,000 compounds, 0.99% hits | Potency, µM (doses to about 57.5 µM), for inactives: at the top dose activity, negative = inhibition, usual class: inhibitors | HEK293-V1b, vasopressin-stimulated pERK AlphaScreen; further: potency means the concentration at half of the fitted maximal effect; on the % scale 0 is the no-effect control and ±100 the full control effect; nearly all actives have a fitted effect of over 55% in size
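Overnight-seeded V1b-HEK293 cells in 1% FBS got compound, then vasopressin (25 nM final, 5 min, 37C), then lysis buffer. AlphaScreen detection of phospho-ERK; activity normalized to basal and full-stimulation controls.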
Caspase-1 inhib: allosteric or competitive inhibitors of human caspase-1; P29466; Caspase-1 enzyme, Ac-WEHD-AFC fluorogenic rate; Potency, µM (titrated, usually from 57.5 µM), without a hit: at the top dose activity change, negative = inhibition, actives largely listed as inhibitors; 75,000 compounds, 0.03% hits;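 further: potency means the concentration at half of the fitted maximal effect; plate controls were vehicle for no effect and no substrate for full effect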
Target sequence (P29466 120-297 limits assumed): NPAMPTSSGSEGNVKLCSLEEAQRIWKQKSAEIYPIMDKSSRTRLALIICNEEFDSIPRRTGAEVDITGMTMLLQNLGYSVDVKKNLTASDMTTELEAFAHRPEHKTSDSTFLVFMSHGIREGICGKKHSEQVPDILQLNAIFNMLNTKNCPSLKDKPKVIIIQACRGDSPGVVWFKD
Target sequence (P29466 317-404 limits assumed): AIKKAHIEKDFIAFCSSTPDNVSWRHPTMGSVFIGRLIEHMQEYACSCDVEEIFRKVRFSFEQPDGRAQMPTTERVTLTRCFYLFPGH
FLuc inh: blocks Photinus pyralis firefly luciferase activity. P08659. purified firefly luciferase, luminescence, 8 min. Potency, µM (doses to about 57.1 µM), without a hit: at the top dose activity change, negative = inhibition, most hits filed as inhibitors. 72,000 compounds, 2.2% hits; further: potency means the concentration at half of the fitted maximal effect; on the % scale 0 is the no-effect control and ±100 the full control effect; nearly all actives have a fitted effect of over 40% in size
Target sequence (P08659 whole entry, looked up): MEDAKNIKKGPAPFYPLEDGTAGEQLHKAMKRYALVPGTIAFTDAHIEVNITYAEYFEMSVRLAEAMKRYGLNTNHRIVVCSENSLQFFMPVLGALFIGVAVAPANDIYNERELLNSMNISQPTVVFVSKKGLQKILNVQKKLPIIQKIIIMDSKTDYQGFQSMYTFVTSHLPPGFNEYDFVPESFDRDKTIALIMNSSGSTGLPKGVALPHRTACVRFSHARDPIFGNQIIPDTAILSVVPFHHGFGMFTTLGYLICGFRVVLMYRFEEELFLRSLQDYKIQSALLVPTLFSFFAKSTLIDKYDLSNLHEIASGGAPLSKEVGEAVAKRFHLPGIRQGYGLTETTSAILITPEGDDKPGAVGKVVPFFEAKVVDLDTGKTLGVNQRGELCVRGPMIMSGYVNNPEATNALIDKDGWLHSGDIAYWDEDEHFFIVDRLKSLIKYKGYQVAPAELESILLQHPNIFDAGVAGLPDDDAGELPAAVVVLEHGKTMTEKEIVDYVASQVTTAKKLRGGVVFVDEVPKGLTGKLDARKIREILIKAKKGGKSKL
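Inhibition of light generation by firefly luciferase from ATP and luciferin was profiled with concentration-response curves per sample, ATP held at 10 uM within the enzyme's linear range. Plates were read by luminescence after an 8-minute ambient incubation.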
Rhodamine autofl: compound fluoresces in the rhodamine spectral region; Rhodamine-region fluorescence, 547/598 nm, Tris buffer; active compounds read high; 59,000 compounds, 0.05% hits; max dye-equivalent concentration, M; in the data active means max dye-equivalent concentration above about 11 nM; inconclusive means between about 1.1 nM and that limit
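Intensities are converted to rhodamine-equivalent concentration using a six-point rhodamine standard on each plate. Compounds sit 15 min at room temperature in 100 mM Tris buffer, pH 8.0; read uses the 547/598 nm excitation/emission pair.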
4MU fluor: 4-MU region autofluorescence; compound autofluorescence, 340/450 nm, 4-MU equivalents; active compounds read high; max dye-equivalent concentration, M; 59,000 compounds, 11% hits; AID 589; in the data active means max dye-equivalent concentration above about 10 nM; inconclusive means mostly about 1.1 nM to 9.6 nM
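Compounds in 100 mM Tris, pH 8.0, sat 15 min at room temperature before fluorescence was read at 340 nm excitation/450 nm emission; a per-plate six-point 4-MU standard curve converted signals to dye-equivalent concentration at each compound concentration.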
A350 autofl: compounds fluorescent in Alexa 350 spectral region | Compound autofluorescence, 340/450 nm, Alexa 350 dye-equivalents; active compounds read high | max dye-equivalent concentration, M | 59,000 compounds, 11% hits | AID 590; in the data active means max dye-equivalent concentration above about 10 nM; inconclusive means mostly about 1.1 nM to 9.6 nM
Tau filament bind: binders of human tau filaments. P10636. recombinant tau filaments, thioflavin S fluorescence, 15 h; filaments grown with octadecylsulfate alongside compound. Potency, µM (top dose mostly 57.1 µM), without a hit: at the top dose activity change, negative = inhibition. 71,000 compounds, 2% hits;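 further: potency means the concentration at half of the fitted maximal effect; on the % scale 0 is the no-effect control and ±100 the full control effect; actives lower thioflavin S fluorescence by blocking filaments or displacing dye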
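Read-out: ThS fluorescence, 450 nm excitation/510 nm emission; lower signal marks blocked filament formation or displaced dye. Tau at 1 uM with 30 uM ODS, 10 uM ThS, 5 mM DTT, 100 mM NaCl, 10 mM HEPES pH 7.4; 15 h, 37 C.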
HEK293 cAMP cs: counter-screen for TSHR agonists: cAMP increase in parental HEK293; 73,000 compounds, 2.5% hits; parental HEK293 CNG cAMP sensor, membrane potential fluorescence; Potency, µM (titrated, usually from 57.1 µM), for the others: top-dose activation, usual class: activators; AID 938; further: potency means the concentration at half of the fitted maximal effect; % of control where 0% means no effect; nearly all actives have a fitted effect of over 55% in size
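Counterscreen for endogenous-receptor signalling: CNG-channel HEK 293 cells report cAMP rise by membrane depolarization. After 60 min dye equilibration with 100 uM RO 20-1724, compounds incubated 30 min before bottom-read fluorescence at 590 nm.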
Caspase-7 inhib: caspase-7 (human) inhibition, allosteric or competitive; P55210; recombinant caspase-7, Ac-DEVD-AFC fluorescence rate; Potency, µM (top dose mostly 57.5 µM), for the others: at the top dose activity change, negative = inhibition, usual class: inhibitors; 75,000 compounds, 0.02% hits; AID 889; active means well fitted inhibition curve with a large enough effect in the main read-out, with a control signal flat, not every such curve was filed as active; inconclusive means small, poorly fitted or top-dose-only effect, or a change in a side signal; further: potency means the concentration at half of the fitted maximal effect; % of control where 0% means no effect
TexasRed autofl: compounds fluorescent in Texas Red spectral region. Compound fluorescence, Texas Red channel, 547/618 nm; active compounds read high. max dye-equivalent concentration, M. 59,000 compounds, 0.06% hits. AID 587; in the data active means max dye-equivalent concentration above about 10 nM; inconclusive means between about 1.1 nM and that limit
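Spectral interference profiling: each compound concentration's relative fluorescence, read with a 547 nm excitation and 618 nm emission filter pair, was normalized to a per-plate Texas Red standard curve.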
Fluorescein fluor: fluorescein region autofluorescence; Compound autofluorescence, 480/540 nm, fluorescein-equivalent; active compounds read high; max fluorescein-equivalent concentration, M; 59,000 compounds, 0.91% hits; in the data active means max fluorescein-equivalent concentration above about 10 nM; inconclusive means between about 1.1 nM and that limit
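Fluorescein stocks ranging 3 mM down to 300 nM, plus DMSO blanks, were pinned alongside compounds to build a per-plate standard curve. Buffer: 100 mM Tris, pH 8.0. Incubation 15 min, room temperature; filters 480/540 nm.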
An asterisk follows results filed as active; i = inactive; ? = inconclusive; . = not tested or not shown; [ ] = dose if it differs, or a comment. Unless noted, the call rests on the fitted dose curve; in most records, active means well fitted curve in the direction sought with a large enough effect; inconclusive means small, poorly fitted or top-dose-only effect, or another doubt; inactive means no such curve, though single readings can be large; an effect the other way counts as inactive or inconclusive. Some of the compounds tested; the hit share may differ from the screen's.

The first three compounds, to show the layout:
SMILES	ERK AVP inh	Caspase-1 inhib	FLuc inh	Rhodamine autofl	4MU fluor	A350 autofl	Tau filament bind	HEK293 cAMP cs	Caspase-7 inhib	TexasRed autofl	Fluorescein fluor
OCCN(CCO)c1ncnc2c1sc1nc(N3CCOCC3)c3c(c12)CCCC3	.	.	0%[25.5 µM]	i	?	?	.	.	.	i	i
O=S(=O)(CCN(CCS(=O)(=O)C(F)(F)F)CC1CCCO1)C(F)(F)F (stereo not given)	16%	-1%	2%	i	i	i	-9%	19%	-2%	i	?
CCOC(=O)c1cn(CC)c2cc(N3CCSCC3)c(F)cc2c1=O	-12%	-2%	2%	i	3.8e-08M*	4.8e-08M*	14%	0%	0%	i	i

This part in full, repeating the preview:
SMILES	ERK AVP inh	Caspase-1 inhib	FLuc inh	Rhodamine autofl	4MU fluor	A350 autofl	Tau filament bind	HEK293 cAMP cs	Caspase-7 inhib	TexasRed autofl	Fluorescein fluor
OCCN(CCO)c1ncnc2c1sc1nc(N3CCOCC3)c3c(c12)CCCC3	.	.	0%[25.5 µM]	i	?	?	.	.	.	i	i
O=S(=O)(CCN(CCS(=O)(=O)C(F)(F)F)CC1CCCO1)C(F)(F)F (stereo not given)	16%	-1%	2%	i	i	i	-9%	19%	-2%	i	?
CCOC(=O)c1cn(CC)c2cc(N3CCSCC3)c(F)cc2c1=O	-12%	-2%	2%	i	3.8e-08M*	4.8e-08M*	14%	0%	0%	i	i
COc1ccc(C(=O)Nc2nnc(C(F)(F)F)s2)cc1	-13%	0%	-8%	i	i	i	2%	12%	-1%	i	i
CCc1c2c(nc3c(C(C)C)cccc13)-c1cccc(=O)n1C2	-8%	-14%	.	.	.	.	174%	25µM*	-22%	.	.
Cc1cc(C(=O)NCc2cccs2)cs1	2%	0%	-4%	i	i	i	4%	6%	0%	i	i
CCCC(c1nnnn1C(C)(C)CC)N(Cc1ccco1)Cc1cc2ccc(OC)cc2[nH]c1=O (stereo not given)	0%	-19%	-2%	i	3.1e-08M*	4.2e-08M*	85%	?	-18%	?	i
Cc1ccc(NC(=O)c2nnn(-c3cc(C)cc(C)c3)c2N)cc1	-27%	-3%	-6%	i	i	i	12%	9%	1%	i	i
CCCCC(=O)Nc1ccc2c(c1)nc(CCN1CCOCC1)n2C	-11%	-2%	3%	i	i	?	0%	8%	-2%	i	i
c1ccc2c(c1)N1CCN=C1N2CCN1CCCCC1	-5%	0%	2%	i	i	i	2%	?	0%	i	i
Oc1ccc(CNc2ccccc2)c2cccnc12	11%	-1%	-1%	i	i	i	-4%	4%	-2%	i	i
CC1(C)CC(=O)c2c(nn(-c3ccccc3)c2N)C1	-5%	0%	-3%	i	i	i	-6%	7%	1%	i	i
CSCCOC(=O)C1=C(C)NC(=O)CC1c1ccccc1Cl (stereo not given)	17%	1%	3%	i	i	i	12%	10%	-1%	i	i
CN(c1ccc(C(=O)Nc2ccccc2C(F)(F)F)cc1)S(C)(=O)=O	1%	0%	1%	i	i	i	2%	3%	-2%	i	i
COc1ccc(NC(=O)c2c(NC(=O)CNCc3ccco3)sc3c2CCC3)c(OC)c1	-26%	-1%	2%	.	.	.	205%	7%	-2%	.	.
COc1ccc(CCNC(=O)c2ccc(NS(=O)(=O)c3c(C)noc3C)cc2)cc1OC	21%	2%	0%	i	i	i	8%	24%	3%	i	i
COCc1cc(C)n(CC(=O)NC(C)c2ccccc2)c(=O)c1C#N (stereo not given)	-15%	-1%	1%	i	1e-07M*	9.6e-08M*	-4%	-3%	0%	i	?
CCN(Cc1ccccc1)S(=O)(=O)c1ccc(C(=O)Nc2nnc(-c3ccccc3OC)o2)cc1	10%	-5%	1%	i	i	i	22%	-1%	-7%	i	i
CCC(CC)C(=O)Nc1cc(C)cc(C)c1	-6%	-1%	1%	i	i	i	-4%	18%	0%	i	i
CCCn1nc(C(=O)Nc2cccc(C(=O)OC)c2)c2ccccc2c1=O	-21%	-2%	-40%	i	i	i	2%	?	-3%	i	?
CCOC(=O)C(C(=O)Nc1ccccn1)C1CCCCC1 (stereo not given)	5%	-1%	-3%	.	.	.	-4%	20%	1%	.	.
CCOC(=O)c1nnn(-c2nonc2N)c1CN(C)C1CCCCC1	4%	0%	2%	i	i	i	4%	?	1%	i	i
O=C(O)CCCn1nc(C(F)(F)F)c2c1CCCCC2	-21%	-2%	1%	i	i	i	-8%	11%	1%	i	i
CC(=O)NC(Cc1ccccc1F)C(=O)NC1CCN(C(=O)c2cnccn2)CC1 (stereo not given)	-4%	2%	0%	i	i	?	4%	-5%	1%	?	i
CC1(C)[C@@H](CC(=O)O)CCC[C@@H]1CC(=O)O	9%[11.5 µM]	0%[11.5 µM]	1%[11.4 µM]	i	i	i	3%[11.4 µM]	7%[11.4 µM]	1%[11.5 µM]	i	?
CCOC(=O)Cc1csc(Nc2c(C)n(C)n(-c3ccccc3)c2=O)n1	-9%	2%	2%	i	i	i	3%	-1%	-1%	?	i
CCCC(=O)N1CCN(c2ccc(NC(=O)c3ccc(Br)o3)cc2)CC1	-20%	1%	-1%	i	?	?	-19%	4%	0%	i	i
CCn1c(SCC(=O)Nc2cc(C)on2)nc2sc(C)c(C)c2c1=O	9%	-1%	0%	i	i	i	-9%	-4%	2%	i	?
CCOC(=O)N1CCN(c2nc3c(c(=O)[nH]c(=O)n3C)n2Cc2ccccc2Cl)CC1	0%	1%	2%	i	i	?	8%	2%	0%	i	?
O=C1c2ccccc2C(=O)N1CCCC(=O)N1CCc2ccccc21	-11%	1%	0%	.	.	.	8%[11.4 µM]	3%[11.4 µM]	0%	.	.
COc1ccccc1NC(=O)CN1CCN(CC(=O)Nc2ccc(OCc3ccccc3)cc2)CC1	?	-5%	0%	i	i	i	3%	-2%[2.29 µM]	-2%	i	?
O/N=C(/CN(O)/C=C1/C=CC=N1)c1cccs1	5%	2%	-1%	i	i	i	-6%	14%	0%	?	i
Cn1c(N)c(C(=O)CSc2ccc3c(c2)OCCO3)c(=O)n(C)c1=O	?	0%	-19%	i	i	i	1%	-4%	1%	i	i
CCOC(=O)C1CCN(C(=O)Cn2cc3c(n2)CCC(C)C3)CC1 (stereo not given)	-3%	-4%	3%	.	.	.	2%	-6%	-1%	.	.
Cc1cc(-c2ccc(N3C(=O)CCC3=O)c(C)c2)ccc1N1C(=O)CCC1=O	-17%	-2%	16µM*	.	.	.	14%	-1%	0%	.	.
Cc1cc(S(=O)(=O)NCCN2CCOCC2)c(C)s1	-4%	-4%	1%	i	i	i	-4%	2%	-5%	i	?
COc1cc2c(=O)n(CC3CCCO3)c(=O)n(CC(=O)Nc3cccc(Cl)c3)c2cc1OC (stereo not given)	-20%	0%	1%	i	i	i	36%	-2%	0%	i	i
COCCNc1ncnc2ccc(-c3ccoc3)cc12	8%	?	0%[2.29 µM]	i	6.1e-08M*	6.2e-08M*	0%	19%	-26%	i	?
COCCN1C(=O)c2oc3ccccc3c(=O)c2C1c1ccc(OC)c(OC)c1 (stereo not given)	-6%	-2%	0%	.	.	.	-10%	-1%	-2%	.	.
OC(COc1ccc2ccccc2c1)CN1CCCC1 (stereo not given)	-11%	-3%	-7%	i	i	i	1%	12%	1%	i	i

Profiles, quoted from the list.
O=C(O)CCCn1nc(C(F)(F)F)c2c1CCCCC2 is entered as ERK AVP inh: -21%; Caspase-1 inhib: -2%; FLuc inh: 1%; Rhodamine autofl: i; 4MU fluor: i; A350 autofl: i; Tau filament bind: -8%; HEK293 cAMP cs: 11%; Caspase-7 inhib: 1%; TexasRed autofl: i; Fluorescein fluor: i
Cc1cc(S(=O)(=O)NCCN2CCOCC2)c(C)s1 is entered as ERK AVP inh: -4%; Caspase-1 inhib: -4%; FLuc inh: 1%; Rhodamine autofl: i; 4MU fluor: i; A350 autofl: i; Tau filament bind: -4%; HEK293 cAMP cs: 2%; Caspase-7 inhib: -5%; TexasRed autofl: i; Fluorescein fluor: ?
Cc1cc(C(=O)NCc2cccs2)cs1 is entered as ERK AVP inh: 2%; Caspase-1 inhib: 0%; FLuc inh: -4%; Rhodamine autofl: i; 4MU fluor: i; A350 autofl: i; Tau filament bind: 4%; HEK293 cAMP cs: 6%; Caspase-7 inhib: 0%; TexasRed autofl: i; Fluorescein fluor: i

Following part
SMILES	ERK AVP inh	Caspase-1 inhib	FLuc inh	Rhodamine autofl	4MU fluor	A350 autofl	Tau filament bind	HEK293 cAMP cs	Caspase-7 inhib	TexasRed autofl	Fluorescein fluor
Cc1nc(N)sc1Cc1ccc2c(c1)OCO2	-27%	1%	1%	i	i	i	5%	24%	0%	i	i
O=C(c1ccc(Br)o1)N1CCN(c2ccccc2F)CC1	-7%	1%	2%	i	i	i	2%	?	0%	?	i
Cc1cc(NC(=O)C(C)(C)C)no1	25%	-1%	-7%	i	i	?	-11%	0%	.	i	?
CCCn1c(=O)c2ccccc2n2c(SCc3nc4ccccc4s3)nnc12	14%	0%	?	i	i	?	-23%	?	-1%	i	?
